High-throughput results deposited in PubChem BioAssay by Vanderbilt High Throughput Screening Facility.
GluA2 TARP mod = modulators of GluA2-stargazin AMPA receptor complexes, primary screen, cell-based, membrane potential dye. Voltage-dependent calcium channel gamma-2 subunit (Mus musculus) + Glutamate receptor 2 …. HEK293 GluA2+stargazin, membrane potential dye (FDSS), glutamate EC50; hits were called plate by plate, in both directions. calls only at 30 µM. 3.5% of 40,000 active;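 active = any of four per-well response measures lying three or more SD from its plate-wide compound average, in either direction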
Target sequence (O88602 whole entry, looked up): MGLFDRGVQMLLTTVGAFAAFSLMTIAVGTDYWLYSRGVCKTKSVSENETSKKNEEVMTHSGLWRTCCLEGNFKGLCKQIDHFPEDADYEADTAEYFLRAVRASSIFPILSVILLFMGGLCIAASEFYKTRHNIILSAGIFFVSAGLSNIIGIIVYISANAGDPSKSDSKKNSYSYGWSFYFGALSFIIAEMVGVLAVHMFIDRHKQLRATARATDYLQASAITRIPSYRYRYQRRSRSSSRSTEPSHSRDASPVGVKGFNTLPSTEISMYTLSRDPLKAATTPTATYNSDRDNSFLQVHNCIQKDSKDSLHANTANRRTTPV
Target sequence (P19491 whole entry, looked up): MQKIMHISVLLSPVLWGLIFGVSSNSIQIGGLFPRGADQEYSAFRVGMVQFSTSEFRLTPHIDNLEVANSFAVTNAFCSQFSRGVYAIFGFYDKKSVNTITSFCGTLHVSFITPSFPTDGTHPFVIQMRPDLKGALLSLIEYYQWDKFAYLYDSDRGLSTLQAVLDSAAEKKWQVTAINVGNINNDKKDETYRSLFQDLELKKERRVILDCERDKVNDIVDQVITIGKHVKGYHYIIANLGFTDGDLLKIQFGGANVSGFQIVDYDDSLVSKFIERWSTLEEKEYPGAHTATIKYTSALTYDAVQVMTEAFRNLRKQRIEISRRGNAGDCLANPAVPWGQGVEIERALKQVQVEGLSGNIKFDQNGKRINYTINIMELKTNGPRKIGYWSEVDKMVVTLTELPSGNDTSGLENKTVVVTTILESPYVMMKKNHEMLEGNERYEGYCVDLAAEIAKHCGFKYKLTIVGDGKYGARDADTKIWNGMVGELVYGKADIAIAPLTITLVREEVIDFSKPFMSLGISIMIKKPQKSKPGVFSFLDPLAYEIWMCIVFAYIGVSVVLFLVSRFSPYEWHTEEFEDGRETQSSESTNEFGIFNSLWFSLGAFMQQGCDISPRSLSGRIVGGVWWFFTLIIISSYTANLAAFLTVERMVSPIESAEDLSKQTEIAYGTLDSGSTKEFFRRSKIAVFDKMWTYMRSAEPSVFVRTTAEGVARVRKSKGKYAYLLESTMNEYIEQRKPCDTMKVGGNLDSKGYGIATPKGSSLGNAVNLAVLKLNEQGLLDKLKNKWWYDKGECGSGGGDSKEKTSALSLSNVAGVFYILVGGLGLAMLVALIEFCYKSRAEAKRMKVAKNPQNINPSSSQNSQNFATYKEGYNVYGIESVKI
GluA2 TARP mod agonism max-min = recorded beside GluA2 TARP mod, whose call it bears; compound max-min signal; compound-alone response (agonism);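 unitless range of fluorescence divided by baseline over first 100 seconds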
GluA2 TARP mod glutamate slope = further read-out of GluA2 TARP mod, marked with its call; glutamate slope, % of max; measured here: glutamate response slope, % max;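 scaled per plate between vehicle wells and maximal 1 mM glutamate control wells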
* hit, by the source's call; i = inactive; + = active, no number; & = joins results of further samples. This is a subset; count on the stated rates, not on these rows.

GluA2 TARP mod	GluA2 TARP mod agonism max-min	GluA2 TARP mod glutamate slope	canonical_smiles
i	0.0647	72.9	CS(=O)(=O)c1ccc(NC(=O)CCS(=O)(=O)c2ccc(F)cc2)cc1
i	0.0879	67.1	Fc1ccccc1N1CCN(c2cc(SCc3ccccn3)ncn2)CC1
i	0.0683	66.0	COc1cc(OC)cc(C(=O)NCCn2ncc3c(NCCc4ccccc4)ncnc32)c1
i	0.0899	60.0	CN1CCN(S(=O)(=O)c2ccc(C(=O)NCc3ccccc3Cl)o2)CC1
i	0.12	53.9	O=C(NCCCn1nc(-c2ccc(F)cc2)ccc1=O)Nc1cc(Cl)ccc1Cl
i	0.145	85.5	Cc1cc(C)c(S(=O)(=O)NCC2COC3(CCCCC3)O2)cc1C (centres undefined)
i	0.0759	37.3	CC(=O)c1ccc(NC(=O)C2CC(=O)N(c3ccccc3)C2)cc1 (centres undefined)
i	0.0659	46.0	O=c1n(CCOc2ccccc2)nc2ccc(S(=O)(=O)N3CCCC3)cn12
i	0.172	59.5	O=C(NCc1n[nH]c(=O)c2ccccc12)c1ccc(Cn2ccnc2)cc1
i	0.113	51.4	CNC(=O)c1nsc(C(=O)NCc2cccc(OC)c2)c1N
i	0.108	60.4	COc1ccc(NC(=O)c2ccsc2)cc1OC
i	0.116	70.2	COc1ccc(-c2noc(Cn3ccn4nc(-c5ccc(C)c(C)c5)cc4c3=O)n2)cc1OC

(more compounds)
GluA2 TARP mod	GluA2 TARP mod agonism max-min	GluA2 TARP mod glutamate slope	canonical_smiles
i	0.0578	36.4	Cn1c(=O)c2c(nc(Nc3cccc(Cl)c3Cl)n2CC(=O)O)n(C)c1=O
i	0.0973	60.0	COc1ccc(Cl)cc1NC(=O)CSc1nnc(-c2ccc(=O)n(C)c2)n1C
i	0.0874	67.5	COc1ccc(SCCC(=O)Nc2ccc(O)c(-c3nc4ccccc4s3)c2)cc1
i	0.0714	49.7	O=C(NNC(=O)c1cc2ccccc2o1)c1ccc(=O)n(Cc2ccc(Cl)cc2)c1
+	0.235*	61.5*	Cc1c(C)n2c3c(=O)n(CC(N)=O)c(=O)n(C)c3nc2n1CCCn1ccnc1
i	0.0914	50.8	CCCOc1ccc(-c2csc(NC(=O)c3cc(C)nn3CC)n2)cc1
i	0.027	56.9	COc1cccc(C(=O)NCC(c2ccsc2)N2CCOCC2)c1OC (centres undefined)
i	0.0884	72.5	Cc1cc(NS(=O)(=O)c2ccc(Cl)cc2)n(C2CCS(=O)(=O)C2)n1 (centres undefined)
i	0.266	42.9	O=C(CCC1CCCCC1)N1CCN(c2ccc(Nc3ccncc3)nn2)CC1
i	0.128	35.9	CN(C)C(CNC(=O)c1cccc(C(F)(F)F)c1)c1ccccc1Cl (centres undefined)
i	0.049	40.4	CCOc1ccc(N2C(=O)N(Cc3cccc([N+](=O)[O-])c3)C3CS(=O)(=O)CC32)cc1 (centres undefined)
i	0.0403	45.4	CCN(C(=S)NC(=O)c1ccc(Br)o1)c1ccccc1

(list continues)
GluA2 TARP mod	GluA2 TARP mod agonism max-min	GluA2 TARP mod glutamate slope	canonical_smiles
i	0.0931	51.7	Cc1ccc(Cl)cc1N1CCN(S(=O)(=O)CCN2C(=O)CCCC2=O)CC1
i	0.144	81.9	NC(=O)c1nc(-c2cnccn2)no1
i	0.0442	50.5	CCCN1C(=O)CCS(=O)(=O)c2ccccc21
i	0.042	51.6	CN1CCN(CC(O)COCc2ccccc2)CC1 (centres undefined)
i	0.138	76.0	COC(=O)c1ccc(CSc2nc(C)ccc2C#N)cc1
i	0.0509	52.8	COc1ccc(C(=O)NCC(c2cccc(OC)c2)N2CCOCC2)cc1 (centres undefined)
i	0.121	54.6	CCOc1ccc(C(=O)Nc2ccc(Nc3ccc(C)nn3)cc2)cc1
i	0.0841	56.3	CC(C)C(=O)Nc1ccc(C(=O)NCCNC(=O)Cc2cccs2)cc1
i	0.0574	51.4	CC(=O)Cn1c(=O)c2c(nc3n(-c4cccc(C)c4C)c(-c4ccccc4)cn23)n(C)c1=O
i	0.128	66.2	Cc1cc(N2CCN(c3ccc(O)cc3)CC2)nc(-n2cc([N+](=O)[O-])cn2)n1
i	0.056	27.2	CCOc1nn(CC)cc1-c1nnc(SCC(=O)N2CCCC2)n1CCOC
i	0.0888	56.7	COc1ccc(SCC(=O)Nc2nc(-c3ccc(OC)c(OC)c3)cs2)cc1

7 entries already listed, ordered by molecular weight, low to high.
GluA2 TARP mod	GluA2 TARP mod agonism max-min	GluA2 TARP mod glutamate slope	canonical_smiles
i	0.144	81.9	NC(=O)c1nc(-c2cnccn2)no1
i	0.0442	50.5	CCCN1C(=O)CCS(=O)(=O)c2ccccc21
i	0.0759	37.3	CC(=O)c1ccc(NC(=O)C2CC(=O)N(c3ccccc3)C2)cc1 (centres undefined)
i	0.145	85.5	Cc1cc(C)c(S(=O)(=O)NCC2COC3(CCCCC3)O2)cc1C (centres undefined)
i	0.0841	56.3	CC(C)C(=O)Nc1ccc(C(=O)NCCNC(=O)Cc2cccs2)cc1
i	0.0879	67.1	Fc1ccccc1N1CCN(c2cc(SCc3ccccn3)ncn2)CC1
i	0.0578	36.4	Cn1c(=O)c2c(nc(Nc3cccc(Cl)c3Cl)n2CC(=O)O)n(C)c1=O

Continued:
GluA2 TARP mod	GluA2 TARP mod agonism max-min	GluA2 TARP mod glutamate slope	canonical_smiles
i	0.117	55.6	COc1cc(N2CCN(S(=O)(=O)c3ccc(OC)c(OC)c3)CC2)nc(OC)n1
i	0.0285	43.8	CN1CCN(C(CNC(=O)c2ccc(C(F)(F)F)cc2)c2ccsc2)CC1 (centres undefined)
i	0.0757	26.0	COc1ccc(C(=O)NC(=S)NCC2CCCO2)cc1I (centres undefined)
i	0.121	57.8	O=C(NCC1CCN(c2cnccn2)CC1)C(=O)Nc1cccc(C(F)(F)F)c1
i	0.0576	65.4	COc1ccc(S(=O)(=O)CCCC(=O)Nc2ccc(O)c(-c3nc4ccccc4s3)c2)cc1
i	0.0512	57.8	Cc1cc(C)c(NC(=O)CCN2C(=O)c3ccccc3S2(=O)=O)c(C)c1
i	0.139	54.0	COc1cccc(N2CC(C)Cn3c2nc2c3c(=O)n(Cc3cccc(C)c3)c(=O)n2C)c1 (centres undefined)
i	0.229	51.2	Nc1c2c(nc3c4c(nn13)CCC4)CCC2
i	0.124	60.0	COc1cccc(C(=O)Nc2nnc(-c3cc(C)ccc3C)o2)c1
i	0.0899	51.9	NC(=O)C1CCN(C(=O)c2cc3cc(Cl)ccc3oc2=O)CC1
i	0.0898	64.6	COc1ccc(CC(=O)N(Cc2ccco2)c2nc3cc(C)cc(C)c3s2)cc1
i	0.0799	42.3	O=C(CCC1CCCC1)Nc1ccc(CC(=O)NC2CC2)cc1

Later entries
GluA2 TARP mod	GluA2 TARP mod agonism max-min	GluA2 TARP mod glutamate slope	canonical_smiles
i	0.0669	58.9	O=c1cc(-c2cccs2)oc2ccc(Br)cc12
i	0.0288	55.1	CCOc1cccc(CNc2c(C(=O)OC)c(=O)[nH]c3c(Cl)cccc23)c1
i	0.124	59.0	CCn1nnc2c(Nc3ccc(S(N)(=O)=O)cc3)ncnc21
i	0.251	42.6	O=C(NCCNc1ccc(Nc2ccncc2)nn1)c1cccs1
i	0.102	41.5	CS(=O)(=O)N1CCCC(C(=O)Nc2sc(-c3ccccc3)cc2C(N)=O)C1 (centres undefined)
i	0.133	55.9	COc1ccc(/C=N/NC(=O)c2ccc(S(=O)(=O)N3CCCCCC3)cc2)cc1OC
i	0.12	66.3	COc1ccc(NC(=O)c2nn(-c3ccc(F)cc3)cc2OC)cc1OC
i	0.0271	43.7	Cc1ccc(S(=O)(=O)N2CCN(C(=O)N3CCOCC3)C2C(C)C)cc1 (centres undefined)
i	0.0877	50.0	COc1cc(N2CCN(C(=O)Nc3ccccc3OC)CC2)nc(OC)n1
i	0.0477	61.0	Cc1ccccc1-c1ccc(N2CCN(C(=O)Nc3ccccc3Cl)CC2)nn1
i	0.144	72.5	CCCn1c(=O)c2c(N3CCN(C(=O)c4ccco4)CC3)c(C)cnc2n(C)c1=O
i	0.0425	54.0	COc1ccc(S(=O)(=O)N2CCCCC2CC(=O)NCc2ccc(F)cc2)cc1 (centres undefined)

(more compounds)
GluA2 TARP mod	GluA2 TARP mod agonism max-min	GluA2 TARP mod glutamate slope	canonical_smiles
i	0.136	53.4	Cc1ccccc1-c1ccc(N2CCC(C(=O)NCCC(c3ccccc3)c3ccccc3)CC2)nn1
i	0.0634&0.0209	56.4&125.8	O=C(CSc1nccnc1N1CCSCC1)Nc1cc(Cl)ccc1Cl
i	0.084	47.4	Cc1cc(C)c2sc(N3CCN(C(=O)C4CCCN(S(C)(=O)=O)C4)CC3)nc2c1 (centres undefined)
i	0.0724	61.4	Cc1ccccc1NC(=O)CN1CCC(c2nnc(-c3ccc(F)cc3)o2)CC1
i	0.0245	59.3	COc1cn(CC(=O)Nc2ccccc2C(F)(F)F)c(CSc2ncccn2)cc1=O
i	0.0969	50.1	CCc1ccc(Oc2cc(N3CCC(C(=O)NCC4CC4)CC3)ncn2)cc1
i	0.113	39.1	COC(=O)C12CC3CC(CC(NC(=O)c4cc(-c5ccccc5)on4)(C3)C1)C2
i	0.0919	49.6	CCCNC(=O)Cn1nc2c(c1NC(=O)Cc1cccc3ccccc13)CSC2
i	0.0734	62.5	COc1ccc(CCNC(=O)c2cccc3c4c([nH]c23)CCCC4)cc1
i	0.0741	54.7	CCSC1=C(C#N)C(c2cc(OC)c(OC)c(OC)c2)C2=C(CCCC2=O)N1 (centres undefined)
i	0.0588	30.5	CC1CN(c2nc3c(c(=O)n(C)c(=O)n3C)n2CC(=O)O)CC(C)O1 (centres undefined)
i	0.105	53.1	O=C(Nc1ccc(OC(F)(F)F)cc1)C(c1ccccc1)N1CCOCC1 (centres undefined)

Additional results follow.
GluA2 TARP mod	GluA2 TARP mod agonism max-min	GluA2 TARP mod glutamate slope	canonical_smiles
i	0.172	49.9	COc1ccc(S(=O)(=O)NCCn2ccc3ccccc32)cc1
i	0.0881	51.6	Cc1ccc(NC(=O)Cc2cc(-c3ccc(F)cc3)on2)cc1Cl
i	0.171	48.4	COCCCn1c(C(=O)NCc2ccc(C)cc2)cc2c(=O)n(C)c(=O)n(C)c21
i	0.0901	51.5	O=C(CSc1nc(=O)n(CC2CCCO2)c2c1CCC2)Nc1cccc([N+](=O)[O-])c1 (centres undefined)
i	0.044	65.1	CN1C(=O)C(C)(C)COc2cc(NC(=O)C34CC5CC(CC(C5)C3)C4)ccc21
i	0.107	50.2	CCCCN(CC)S(=O)(=O)c1ccc(C(=O)Nc2cc(C)nn2C(C)C)cc1
i	0.0992	63.9	COc1ccc(CCS(=O)(=O)NCC(C)(O)CCSC)cc1 (centres undefined)
i	0.135	51.6	O=C(Cc1ccc(Br)cc1)NCCOc1ccc(F)cc1
i	0.0616	49.9	Cc1cccc(S(=O)(=O)Nc2cccc(N3CCCS3(=O)=O)c2)c1
+	0.148*	45.0*	CC(C(=O)Nc1ccc(Cl)c(Cl)c1)N1C(=O)C2CC=C(Cl)CC2C1=O (centres undefined)
+	0.22*	35.8*	O=S(=O)(NCC(O)c1ccc(C(F)(F)F)cc1)c1ccc(Br)s1 (centres undefined)
i	0.12	57.9	CCCCS(=O)(=O)N1CCC(c2nnc(C(C)C)o2)CC1

(list continues)
GluA2 TARP mod	GluA2 TARP mod agonism max-min	GluA2 TARP mod glutamate slope	canonical_smiles
i	0.0708	57.2	CCCCn1c2c(c(=O)[nH]c1=O)C(c1cccc(O)c1)NC(=O)N2 (centres undefined)
i	0.0943	58.0	O=S(=O)(NCCC(O)c1cccs1)C1CC1 (centres undefined)
i	0.0926	67.1	CCCOc1ccc(S(=O)(=O)Nc2ccc3c(c2)N(S(=O)(=O)CC)CCC3)cc1
i	0.0831	42.9	Cc1ccc(NC(=O)c2ccc(=O)n(Cc3cccc(Cl)c3)c2)cc1C
i	0.0622	53.8	O=C(c1ccc(=O)n(Cc2ccc(F)cc2)n1)N1CCCC1
i	0.0859	64.4	COc1ccc2sc(N(Cc3ccco3)C(=O)C3CC3)nc2c1
i	0.0871	52.4	CC(=O)N1N=C(c2cccs2)CC1c1cc2cc3c(cc2nc1Cl)OCCO3 (centres undefined)
+	0.201*	66.5*	Cc1cccc(C(=O)N2CCN(c3nc(C)cc(N4CCCCC4)n3)CC2)c1
i	0.0924	57.0	O=C(CSc1ccc(-c2ccccc2)nn1)Nc1ccc(F)c([N+](=O)[O-])c1
i	0.124	57.3	O=C(c1ncccn1)N1CCN(c2cc(-n3ccnc3)ncn2)CC1
i	0.062	44.0	O=C1CCC(C(=O)Nc2nc(CC(=O)N3CCN(c4ccccc4)CC3)cs2)N1 (centres undefined)
i	0.0508	73.6	COC(=O)c1ccc2c(=O)n(CC(=O)N3CCN(Cc4ccc5c(c4)OCO5)CC3)c(=S)[nH]c2c1

Carrying on.
GluA2 TARP mod	GluA2 TARP mod agonism max-min	GluA2 TARP mod glutamate slope	canonical_smiles
i	0.0848	48.7	Cc1cccc(C)c1NS(=O)(=O)c1ccc(NC(=O)CCC(=O)O)cc1
i	0.126	50.0	COc1ccccc1CNC(=O)CCc1csc(NC(=O)c2cccs2)n1
i	0.0203	39.6	O=C(Nc1ccc(N2CCCS2(=O)=O)cc1)c1c(F)cccc1Cl
i	0.0826	37.0	CCCn1c(C2CC(=O)N(CC(C)C)C2)nc2ccccc21 (centres undefined)
i	0.0862	46.2	Cc1ccc(C(=O)Nc2ccc(C(=O)NCCNC(=O)c3ccco3)cc2)cc1
+	0.638*	55.1*	CS(=O)(=O)N1CCCCC1C(=O)N(Cc1ccccc1)Cc1ccccc1 (centres undefined)
i	0.092	59.3	COc1ccc(CC(=O)Nc2ccc(N3CCCC3=O)c(C)c2)cc1
i	0.118	53.7	O=C(COc1ccccc1F)Nc1cccc(N2CCCC2=O)c1
i	0.0605	44.8	CC(C)Oc1ccc(C(=O)Nc2ccc3c(c2)CCC(=O)N3Cc2ccccc2)cc1
